rTrxR1 inhibitor = qHTS Assay for Inhibitors of Mammalian Selenoprotein Thioredoxin Reductase 1 (TrxR1): qHTS | 1% of 390,000 active | Thioredoxin reductase 1, cytoplasmic (Rattus norvegicus), O89049 | Potency, µM (doses to about 114 µM), for inactives: top-dose activity change, negative = inhibition, actives largely listed as inhibitors | recombinant rTrxR1, NADPH fluorescence consumption, selenite substrate; note: % is set by controls: 0 for no effect and ±100 for the full control effect; nearly all actives have a fitted effect of over 65% in size
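Rat TrxR1 (90 nM in the dispensed reagent) was pre-reduced with 400 uM NADPH for 5 min at room temperature, then incubated with compound for 15 min. After 400 uM selenite was added, NADPH fluorescence (Ex 340/Em 450 nm) was followed for 8 min.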
PGK inhibitor = qHTS Assay to Find Inhibitors of Phosphoglycerate Kinase; Potency, µM (series often up to 57.5 µM), inactives show top-dose activity change, negative = inhibition, usual class: inhibitors; Phosphoglycerate kinase, glycosomal (Trypanosoma brucei brucei), P07378; 0.043% of 380,000 active; AID 602233, 2012; PGK/GAPDH coupled, Kinase-Glo luminescence, 60 min; note: % is set by controls: 0 for no effect and ±100 for the full control effect; nearly all actives have a fitted effect of over 60% in size
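Recombinant glycosomal PGK reaction used 1,3-bisphosphoglycerate generated in-well by GAPDH (100nM final) in 100mM TEA pH 7.6, 5mM MgCl2, 0.01% Tween-20. After 60 minutes at room temperature, ATP was read by Kinase-Glo Plus luminescence end-point.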
Pin1 inhibitor = qHTS Assay to Find Inhibitors of Pin1; Peptidyl-prolyl cis-trans isomerase NIMA-interacting 1 (Homo sapiens), Q13526; Pin1 FP peptide displacement, HiFluor488, 10 min; Potency, µM (highest dose often 115 µM), for inactives: at the top dose activity, negative = inhibition, most hits filed as inhibitors; 0.009% of 390,000 active; active = well fitted inhibition curve with a large enough effect in the polarisation, with a control signal flat, not every such curve was filed as active; inconclusive = small, poorly fitted or top-dose-only effect, or effect the other way, or a change in a side signal; inactive = no such curve, though single readings can be large or run the other way; the % refers to the polarisation; note: % is set by controls: 0 for no effect and ±100 for the full control effect
Target sequence (Q13526 whole entry, looked up): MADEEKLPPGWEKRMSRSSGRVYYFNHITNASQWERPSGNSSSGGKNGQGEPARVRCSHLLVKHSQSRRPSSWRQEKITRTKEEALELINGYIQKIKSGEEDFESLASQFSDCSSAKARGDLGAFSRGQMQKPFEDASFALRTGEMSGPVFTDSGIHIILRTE
JMJD2A Tudor inh = qHTS Assay for Inhibitors of JMJD2A-Tudor Domain | AlphaScreen JMJD2A-Tudor / H3K4me3 peptide binding | Potency, µM (top dose mostly 114 µM), without a hit: at the top dose activity change, negative = inhibition, most hits filed as inhibitors | 4.4% of 390,000 active; note: % is set by controls: 0 for no effect and ±100 for the full control effect; nearly all actives have a fitted effect of over 50% in size
HP1b chromo inh = HTS for Inhibitors of HP1-beta Chromodomain Interactions with Methylated Histone Tails; AlphaScreen HP1-beta / biotin-H3K9me3 peptide binding; Potency, µM (highest dose often 114 µM), for inactives: at the highest dose activity change, negative = inhibition, most hits filed as inhibitors; 0.56% of 390,000 active; AID 540317, 2011; note: nearly all actives have a fitted effect of over 70% in size; inactives centre near 23
Target sequence (P83916 whole entry, looked up): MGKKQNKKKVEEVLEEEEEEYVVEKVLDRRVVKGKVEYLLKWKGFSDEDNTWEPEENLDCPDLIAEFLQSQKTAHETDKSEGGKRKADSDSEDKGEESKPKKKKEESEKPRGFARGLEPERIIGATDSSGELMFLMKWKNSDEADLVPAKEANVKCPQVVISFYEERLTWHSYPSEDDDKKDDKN
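AlphaScreen: HP1-beta (50 nM) preformed 30 min with biotin-H3(1-18)K9me3 peptide (50 nM) in PBS pH 7.4, 0.01% Tween-20. Compound added for 30 min at RT, then streptavidin donor/nickel chelate acceptor beads (10 ug/mL) for 30 min.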
ALOX12 inh = Primary qHTS assay for inhibitors of human arachidonate 12S-lipoxygenase (ALOX12): Round 2; Potency, µM (highest dose often 108 µM), without a hit: at the highest dose activity change, negative = inhibition, most hits filed as inhibitors; purified 12hLO, xylenol orange hydroperoxide absorbance; Polyunsaturated fatty acid lipoxygenase ALOX12 (Homo sapiens), P18054; 1.1% of 580,000 active; note: % is set by controls: 0 for no effect and ±100 for the full control effect
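Purified human 12hLO at 150 nM in 25 mM Hepes, 0.01% Triton X-100, pH 7.0, preincubated 15 min at room temperature with compound. Reaction started with 40 uM arachidonic acid, 30 min at room temperature. Hydroperoxide measured by Fe-xylenol orange, 573/405 nm absorbance ratio.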
RGS4 inh = Inhibitors of Regulator of G Protein Signaling (RGS) 4: qHTS. Regulator of G-protein signaling 4 (Homo sapiens), P49798. Transcreener GDP fluorescence polarization, RGS4-accelerated GTP hydrolysis. Potency, µM (series often up to 114 µM), without a hit: at the highest dose activity change, negative = inhibition, most hits filed as inhibitors. 0.039% of 390,000 active. AID 504845, 2011; note: % is set by controls: 0 for no effect and ±100 for the full control effect; nearly all actives have a fitted effect of over 75% in size; some results filed as inactive show a strong effect at the top dose
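MLSMR compounds (23 nl, pin-transferred) preincubated 10 min at room temperature with a 500nM (2x) first reagent, then RGS4 at 900nM (2x) plus Transcreener GDP mix added; fluorescence polarization (620/688 nm) read before and after 90 min at 30 °C.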
ERG-DNA inh = qHTS for Small Molecule Inhibitors of the ERG Ets/DNA interaction; fluorescence polarization, His-ERG Ets domain / labelled DNA; Potency, µM (series often up to 76.9 µM), for the others: at the highest dose FP activity, negative = inhibition, hits mostly inhibitors; 0.028% of 370,000 active; active = well fitted inhibition curve with a large enough effect in the polarisation, with a control signal flat; inconclusive = small, poorly fitted or top-dose-only effect, or effect the other way, or a change in a side signal; inactive = no such curve, though single readings can be large or run the other way; the % refers to the polarisation;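 note: polarization taken with two DNA probes labelled with fluorescein and Texas red; % of control where 0% means no effect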
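His-tagged ERG Ets domain (1 uM in the protein solution; 300mM KCl, 50mM Tris-HCl, 1mM EDTA, 1mM DTT, pH 7.5) received compound, then a probe mix of 5 nM fluorescein-DNA and 100nM Texas-615-DNA. Fluorescence polarization was read for both dyes.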
GLS inhibitor = qHTS for Inhibitors of Glutaminase (GLS); Glutaminase kidney isoform, mitochondrial (Homo sapiens), O94925; GLS enzymatic activity, qHTS titration; Potency, µM (doses to about 45.5 µM), inactives show at the highest dose activity change, negative = inhibition, actives largely listed as inhibitors; 0.21% of 410,000 active; AID 624170, 2012; note: % is set by controls: 0 for no effect and ±100 for the full control effect
Target sequence (O94925 whole entry, looked up, canonical isoform): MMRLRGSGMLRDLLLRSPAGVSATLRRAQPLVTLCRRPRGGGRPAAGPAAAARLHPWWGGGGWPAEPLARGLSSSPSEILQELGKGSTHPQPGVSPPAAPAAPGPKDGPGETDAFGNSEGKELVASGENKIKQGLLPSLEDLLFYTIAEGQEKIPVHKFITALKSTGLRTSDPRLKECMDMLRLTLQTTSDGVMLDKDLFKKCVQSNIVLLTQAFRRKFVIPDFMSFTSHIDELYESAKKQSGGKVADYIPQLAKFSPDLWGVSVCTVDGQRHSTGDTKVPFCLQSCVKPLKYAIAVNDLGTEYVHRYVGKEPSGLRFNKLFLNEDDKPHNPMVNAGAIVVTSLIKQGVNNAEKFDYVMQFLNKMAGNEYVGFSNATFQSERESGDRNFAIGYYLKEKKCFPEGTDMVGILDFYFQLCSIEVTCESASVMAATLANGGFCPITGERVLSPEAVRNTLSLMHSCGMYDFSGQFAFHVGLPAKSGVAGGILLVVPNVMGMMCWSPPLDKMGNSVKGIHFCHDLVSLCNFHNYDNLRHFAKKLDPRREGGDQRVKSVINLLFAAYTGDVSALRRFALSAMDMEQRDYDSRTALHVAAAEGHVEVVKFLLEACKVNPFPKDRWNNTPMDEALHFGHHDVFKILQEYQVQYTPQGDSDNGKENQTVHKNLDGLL
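Compounds were pin-transferred onto hKGA, after which L-glutamine (1 mM solution) and a detection mix of glutamate oxidase, HRP and Amplex Red were added. Initial and 30 min RT fluorescence reads were collected.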
The depositor's hits bear a star; [ ] = another dose, or the depositor's remark. Unless noted, calls come from the whole dose curve; as a rule, active = well fitted curve in the direction sought with a large enough effect; inconclusive = small, poorly fitted or top-dose-only effect, or another doubt; inactive = no such curve, though single readings can be large; an effect the other way counts as inactive or inconclusive. Potency is the fitted concentration of half-maximal effect. Some of the compounds tested; count on the stated rates, not on these rows.

`O=C(Nc1ccc(Cl)cc1)NC1CCCCNC1=O` (stereo not given) gave rTrxR1 inhibitor 24%, PGK inhibitor -3%, Pin1 inhibitor -8%, JMJD2A Tudor inh -12%, HP1b chromo inh 39%, ALOX12 inh 0%, RGS4 inh 13%, ERG-DNA inh -8% and GLS inhibitor 3%.
For C=CCn1c(C)cc(C(=O)COc2nncc3ccccc23)c1C the results were rTrxR1 inhibitor -15%, PGK inhibitor -5%, Pin1 inhibitor 2%, JMJD2A Tudor inh -27%, HP1b chromo inh 14%, ALOX12 inh 0%, RGS4 inh -16%, ERG-DNA inh 3% and GLS inhibitor -12%.
For CN(C)c1ccc(NC(=O)c2cccc(N3C(=O)CCC3=O)c2)cc1 the results were rTrxR1 inhibitor 1%, PGK inhibitor inactive, Pin1 inhibitor -4%, JMJD2A Tudor inh -32%, HP1b chromo inh 15%, ALOX12 inh -8%, RGS4 inh -18% and GLS inhibitor 3%.
`Cc1ccc(C(O)P(=O)(OCc2ccccc2)c2ccc(N(C)C)cc2)cc1` (stereo not given) gave rTrxR1 inhibitor 10%, PGK inhibitor -1%, Pin1 inhibitor -6%, JMJD2A Tudor inh -13%, HP1b chromo inh 11%, ALOX12 inh inconclusive, RGS4 inh 26%, ERG-DNA inh 8% and GLS inhibitor 10%.
For COC(=O)c1ccc(NC(=O)CCNS(=O)(=O)c2cccc3nonc23)cc1 the results were rTrxR1 inhibitor 7%, PGK inhibitor -7%, Pin1 inhibitor -1%, JMJD2A Tudor inh -17%, HP1b chromo inh 30%, ALOX12 inh 0%, RGS4 inh -22%, ERG-DNA inh 8% and GLS inhibitor 1%.
Screening CCOc1ccc(CNC(=O)CCCn2c(=O)c3cccn3c3ccc(F)cc32)cc1 returned rTrxR1 inhibitor 12%, PGK inhibitor -3%, Pin1 inhibitor -4%, JMJD2A Tudor inh -4%, HP1b chromo inh 38%, ALOX12 inh 0%, RGS4 inh -19%, ERG-DNA inh 10% and GLS inhibitor -1%.
For CCOc1cccc2sc(N3CCN(C(=O)c4ccc5c(c4)CCCC5)CC3)nc12 the results were rTrxR1 inhibitor 22%[57.1 µM], PGK inhibitor -9%, Pin1 inhibitor 10%, JMJD2A Tudor inh -25%, HP1b chromo inh 17%, ALOX12 inh -30%, RGS4 inh 2%, ERG-DNA inh -6% and GLS inhibitor -21%.
O=[N+]([O-])c1cc2c(cc1[N+](=O)[O-])OCCOCCOCCOCCO2 was read as rTrxR1 inhibitor 3%, PGK inhibitor inactive, Pin1 inhibitor -9%, JMJD2A Tudor inh -1%, HP1b chromo inh 57%[activator], ALOX12 inh 0%, RGS4 inh -6%[11.4 µM], ERG-DNA inh -18% and GLS inhibitor -9%.
`CCC(C)(C)n1nnnc1C(c1ccccc1F)N1CCC(C(N)=O)CC1` (stereo not given) gave rTrxR1 inhibitor 13%, PGK inhibitor -2%, Pin1 inhibitor 4%, JMJD2A Tudor inh -9%, HP1b chromo inh 23%, ALOX12 inh 14%, RGS4 inh 6%, ERG-DNA inh 18% and GLS inhibitor 9%.
Screening NS(=O)(=O)c1ccc(NCC2COc3ccccc3O2)c([N+](=O)[O-])c1 (stereo not given) returned rTrxR1 inhibitor 4%[57.1 µM], PGK inhibitor inactive, Pin1 inhibitor 0%, JMJD2A Tudor inh -32%, HP1b chromo inh -21%, ALOX12 inh inconclusive, RGS4 inh -4%, ERG-DNA inh 11% and GLS inhibitor -6%.
CN(NC(=O)c1ccccc1F)c1nc(C(F)(F)F)nc2ccccc12 was read as rTrxR1 inhibitor 3%[57.1 µM], PGK inhibitor -8%, Pin1 inhibitor 13%, JMJD2A Tudor inh 0%, HP1b chromo inh 28%, ALOX12 inh 0%, RGS4 inh 20%, ERG-DNA inh 3% and GLS inhibitor -8%.
COc1ccc(NC(=O)CC2Nc3ccccc3NC2=O)cc1 (stereo not given) was read as rTrxR1 inhibitor 15%, PGK inhibitor -5%, Pin1 inhibitor 0%, JMJD2A Tudor inh -6%, HP1b chromo inh 24%, ALOX12 inh 30%[activator], RGS4 inh 16%, ERG-DNA inh -4% and GLS inhibitor inconclusive.
`COc1ccc(OC)c(S(=O)(=O)N2CCN(C)CC2c2ccccc2)c1` (stereo not given) gave rTrxR1 inhibitor 9%[57.1 µM], PGK inhibitor -7%, Pin1 inhibitor -3%, JMJD2A Tudor inh -3%, HP1b chromo inh 27%, ALOX12 inh 3%, RGS4 inh -6%, ERG-DNA inh 8% and GLS inhibitor -6%.
`Cc1ccccc1OCc1ccc(-c2nc(C#N)c(N3CCC(C(N)=O)CC3)o2)o1` gave rTrxR1 inhibitor 23%, PGK inhibitor 0%, Pin1 inhibitor -7%, JMJD2A Tudor inh inconclusive, HP1b chromo inh -5%, ALOX12 inh inconclusive, RGS4 inh 12%, ERG-DNA inh -3% and GLS inhibitor -6%.
`CN(C)c1ccc(C(=S)Nc2ccccc2)cc1` gave rTrxR1 inhibitor -7%, PGK inhibitor inactive, Pin1 inhibitor 6%, JMJD2A Tudor inh -20%, HP1b chromo inh 1%, ALOX12 inh -14%, RGS4 inh -6%, ERG-DNA inh 12% and GLS inhibitor 23%.
`O=C(NCCCn1ccnc1)/C(=C/c1ccco1)NC(=O)c1ccccc1` gave rTrxR1 inhibitor -2%, PGK inhibitor 3%, Pin1 inhibitor -2%, JMJD2A Tudor inh -16%, HP1b chromo inh 43%, ALOX12 inh 11%, RGS4 inh -6%, ERG-DNA inh -3% and GLS inhibitor 12%.
Screening COCCn1c(SCC(=O)Nc2ccc3[nH]c(=O)[nH]c3c2)nc2ccccc21 returned rTrxR1 inhibitor 21%, PGK inhibitor 9%, Pin1 inhibitor 2%, JMJD2A Tudor inh -17%, HP1b chromo inh 26%, ALOX12 inh 3%, RGS4 inh -4%, ERG-DNA inh 2% and GLS inhibitor 1%.
Screening Cc1ccc2c(c1)c1nnc(SCC(=O)Nc3cccc(Cl)c3C)nc1n2CC(=O)O returned rTrxR1 inhibitor 11%[57.1 µM], PGK inhibitor -5%, Pin1 inhibitor 0%, JMJD2A Tudor inh inconclusive, HP1b chromo inh -17%, ALOX12 inh -6%, RGS4 inh -34%, ERG-DNA inh -10% and GLS inhibitor 7%.
Cc1sc(-c2cccnc2)nc1OC(=O)C1CC1 was read as rTrxR1 inhibitor 22%[11.4 µM], PGK inhibitor -2%, Pin1 inhibitor 0%, JMJD2A Tudor inh -2%, HP1b chromo inh 26%, ALOX12 inh inconclusive, RGS4 inh -44%, ERG-DNA inh 13% and GLS inhibitor -14%.
For CN(C)S(=O)(=O)N1CCN(c2ccc([N+](=O)[O-])c(NC3CC3)c2)CC1 the results were rTrxR1 inhibitor -6%, PGK inhibitor -8%, Pin1 inhibitor -8%, JMJD2A Tudor inh inconclusive, HP1b chromo inh 3%, ALOX12 inh -17%, RGS4 inh 20%, ERG-DNA inh -5% and GLS inhibitor 18%.
Screening Cc1cc(C(=O)CSc2nncs2)c(C)n1Cc1ccco1 returned rTrxR1 inhibitor 4%[57.1 µM], PGK inhibitor 4%, Pin1 inhibitor -4%, JMJD2A Tudor inh -25%, HP1b chromo inh -1%, ALOX12 inh 2%, RGS4 inh 2%, ERG-DNA inh 11% and GLS inhibitor 2%.
Screening Cc1cc(SCC(=O)N/N=C/c2ccc(O)c(O)c2)c(C)cc1Br returned rTrxR1 inhibitor 12%, PGK inhibitor -5%, Pin1 inhibitor 1%, JMJD2A Tudor inh -34%, HP1b chromo inh -6%, ALOX12 inh 6.3µM*, RGS4 inh -50%, ERG-DNA inh 2% and GLS inhibitor 60%[activator].
COCc1ccc(CN2CCCCC2C(=O)Nc2ccc(Oc3ccccc3)nc2)o1 (stereo not given) was read as rTrxR1 inhibitor -15%, PGK inhibitor 1%, Pin1 inhibitor 1%, JMJD2A Tudor inh -5%, HP1b chromo inh 32%, ALOX12 inh -1%, RGS4 inh -10%, ERG-DNA inh -2% and GLS inhibitor 3%.
For O=C(NCC1CCCO1)c1ccc(COCC(F)(F)C(F)F)cc1 (stereo not given) the results were rTrxR1 inhibitor 11%, Pin1 inhibitor -15%, JMJD2A Tudor inh -7%, HP1b chromo inh 60%[activator], ALOX12 inh 0%[57.4 µM], RGS4 inh -11% and GLS inhibitor 0%.
For Cc1cc(NC(=O)CCC(=O)N(Cc2ccco2)C2(C(=O)NC3CCCCC3)CCCCC2)no1 the results were rTrxR1 inhibitor -8%, PGK inhibitor -1%, Pin1 inhibitor 2%, JMJD2A Tudor inh -20%, HP1b chromo inh -28%, ALOX12 inh 3%, RGS4 inh 12%, ERG-DNA inh -6% and GLS inhibitor -6%.
